RGS4 block = human RGS4 inhibition; AID 463165; HEK293 M3R/RGS4 inducible, Fluo-4 calcium flux; hits give high values; triggered by carbachol at its EC20; 0.45% of 310,000 active; B-score at 10 µM; P49798;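 active = B-score, a plate-corrected calcium signal, over three deviations above library mean, with baseline fluorescence within five deviations of library mean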;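 note: RGS4 expression induced by doxycycline in cells with stable M3 receptor; B-score is computed from the integrated fluorescence ratio over baseline after carbachol; higher B-score means a larger calcium signal and so more RGS4 inhibition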
Target sequence (P49798 whole entry, looked up): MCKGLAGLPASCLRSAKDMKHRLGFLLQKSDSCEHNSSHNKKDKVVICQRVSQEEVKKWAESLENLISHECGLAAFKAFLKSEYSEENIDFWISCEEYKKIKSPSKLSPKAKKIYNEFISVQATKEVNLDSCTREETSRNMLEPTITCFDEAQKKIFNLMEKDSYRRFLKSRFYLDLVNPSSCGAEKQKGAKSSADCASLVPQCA
MrgX1 PAM = human MrgX1 positive allosteric modulation, primary screen; Q96LB2; MrgX1-HEK293, Fluo-4 calcium flux, FDSS; hits give high values; B-score at 10 µM; 0.63% of 310,000 active;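 active = plate-corrected calcium response at least 3 library SD above typical, normal starting fluorescence, not activating the receptor alone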;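 note: compound read alongside a low EC10 to EC30 dose of BAM8-22 agonist; peak minus trough fluorescence over baseline measured at the second addition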
Target sequence (Q96LB2 whole entry, looked up): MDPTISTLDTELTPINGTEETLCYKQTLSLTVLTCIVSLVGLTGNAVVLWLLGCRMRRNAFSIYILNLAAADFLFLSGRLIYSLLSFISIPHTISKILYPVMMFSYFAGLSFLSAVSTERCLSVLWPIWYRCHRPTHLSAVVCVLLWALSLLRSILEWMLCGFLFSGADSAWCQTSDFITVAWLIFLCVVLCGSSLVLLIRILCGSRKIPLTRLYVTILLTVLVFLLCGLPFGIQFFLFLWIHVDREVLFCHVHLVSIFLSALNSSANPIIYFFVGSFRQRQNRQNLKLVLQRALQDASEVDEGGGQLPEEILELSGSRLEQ
ANO1 activ = mouse TMEM16A channel activation, primary screen. Q8BHY3. HEK293 TMEM16A/YFP-H148Q/I152L, iodide quench fluorescence; hits give low values. B-score at 10 µM. 0.3% of 340,000 active;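 active = fluorescence-ratio B-score plate-corrected deviation score at least 3 library SD below zero, with starting fluorescence score within 5 deviations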;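 note: channel opened by trigger with iodide after compound preincubation; score built on the fluorescence ratio of max minus min over baseline; more negative score means more quench and so TMEM16A activation or potentiation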
TRPC6 inh = mouse TRPC6 channel inhibition | B-score at 10 µM | Q61143 | 1.1% of 310,000 active | HEK293-TRPC6, membrane potential dye, ACh-evoked depolarization; hits give low values;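 active = B-score under library mean minus 3 SD, initial fluorescence not abnormally high, positive integrated signal ratio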;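 note: B-score derived from integrated fluorescence ratio over the kinetic read; more negative B-score means stronger inhibition of depolarization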
TRPC4 agonist = activators of mouse TRPC4 channel | AID 2237 | Q9QUQ5 | HEK293 TRPC4beta/mu-opioid, Fluo4 calcium fluorescence; hits give high values | B-score at 10 µM | 0.49% of 310,000 active;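 active = B-score above 5 SD of library B-scores, and initial fluorescence ratio not above library mean plus 5 SD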;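 note: positive B-score marks a calcium rise read as TRPC4 activation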
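Assay system: HEK293 stable line with TRPC4beta plus mu-opioid receptor. Times: dye 45 min RT, read 110 s. Measured by: kinetic Fluo4 calcium fluorescence. Measure: B score of integrated ratio. Controls: assay buffer as low control, maximal DAMGO as high control.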
MrgX1 antag = blocks BAM8-22 activation of human MrgX1 receptor; AID 588676; B-score at 10 µM; Q96LB2; MRGX1-HEK293 calcium flux, Fluo-4, BAM8-22 antagonism; hits give low values; 1.3% of 310,000 active;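 active = calcium-response B-score plate-corrected more than 3 library SD below zero, starting fluorescence within 5 deviations, no agonist response on first addition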;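 note: peak minus trough fluorescence over baseline after final BAM8-22 challenge near maximal dose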
TRPC6 act = activators of mouse TRPC6 channel; Q61143; HEK293-TRPC6 membrane potential dye fluorescence; hits give high values; B-score at 10 µM; 0.13% of 310,000 active;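 active = B-score of the integrated fluorescence ratio above library mean plus 3 SD, and starting fluorescence ratio within library mean plus 5 SD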;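 note: higher score means more depolarization so channel activation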
TRPC4 inh = inhibitors of mouse TRPC4 channel. Q9QUQ5. HEK293 TRPC4beta/mu-opioid, DAMGO-evoked Fluo4 calcium flux; hits give low values. B-score at 10 µM. 0.39% of 300,000 active;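 active = B-score over 3 SD under the library average, no early fluorescence shift, positive overall ratio signal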
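Signal: kinetic Fluo4 fluorescence imaging of calcium influx. Material: stable TRPC4beta/mu-opioid receptor HEK293 cells. Probe or stimulus: DAMGO in two steps, submaximal then maximal.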
TRPC4 potent = allosterically enhances the mouse TRPC4 cation channel; B-score at 10 µM; 0.42% of 310,000 active; HEK293 TRPC4beta/mu-opioid, DAMGO EC20, Fluo-4 Ca2+ flux; hits give high values; AID 2227;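 active = B-score of calcium response area above 5 SD of library B-scores, with initial fluorescence ratio within 5 SD of library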;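 note: B-score of integrated fluorescence ratio over time as area under calcium response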
MrgX1 agonist = agonists of human MrgX1 receptor; B-score at 10 µM; MrgX1-HEK293 cells, Fluo-4 calcium fluorescence, agonist mode; hits give high values; 0.44% of 310,000 active; Q96LB2; AID 588627;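 active = calcium response B-score plate-corrected fluorescence ratio at least 3 library SD, with starting fluorescence B-score inside 5 SD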
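Assay system: stable human MrgX1 HEK293 cell line. Quantity: 15,000 cells per well. Schedule: cells plated overnight, dye loaded 0.5 h 37 °C, 0.5 h room temperature. Detection: Fluo-4 NW calcium-flux fluorescence, kinetic read. Read-out basis: peak-minus-minimum fluorescence over baseline, converted to B scores. Control set: positive and negative control wells on each plate.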
ANO1 block = blocks the mouse calcium-activated chloride channel TMEM16A | Q8BHY3 | 1.2% of 310,000 active | normalized B-score (activity score, 25-100; higher = stronger inhibition) at 10 µM | HEK293 TMEM16A/YFP iodide influx fluorescence, ionomycin;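 active = ratio plate-corrected score three or more library SD toward inhibition, starting fluorescence score within five deviations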;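 note: score derived from kinetic fluorescence span divided by baseline fluorescence per well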
Starred values were filed as active, the others as inactive; i = inactive; · = not tested or not shown.

SMILES | RGS4 block | MrgX1 PAM | ANO1 activ | TRPC6 inh | TRPC4 agonist | MrgX1 antag | TRPC6 act | TRPC4 inh | TRPC4 potent | MrgX1 agonist | ANO1 block
COc1ccc(S(=O)(=O)Cc2ccc(C(=O)N3CCN(c4cccc(C)c4C)CC3)o2)cc1 | i | i | i | i | i | i | i | i | i | i | i
COc1cccc(NC(=O)CCNS(=O)(=O)c2cccc3nonc23)c1 | i | i | i | i | i | i | i | i | i | i | i
O=C(O)c1cnn2c1C(=O)N(Cc1cccs1)CC2 | i | i | i | i | i | i | i | i | i | i | i
O=C(COC(=O)c1cnccn1)Nc1ccc(Cl)cc1 | i | i | i | i | i | i | i | i | i | i | i
CC(=O)c1ccc(NC(=O)C2CCC(C)(C(=O)O)C2(C)C)cc1 (stereo not given) | i | i | i | i | i | i | i | i | i | i | i
CCCOc1ccc(-c2c(C(=O)N/N=C/c3ccccc3)nnn2-c2nonc2N)cc1 | i | i | i | i | i | i | i | i | i | i | i
Cc1cccc(Nc2nc(C)cc(C)n2)c1 | i | i | i | i | i | i | i | i | i | i | i
Cc1nc(-c2ccccc2)cc(N2CCCC2)n1 | i | i | i | i | i | i | i | i | i | i | i
O=C1C2C(C(=O)N1CCN1CCN(Cc3ccc([N+](=O)[O-])cc3)CC1)[C@H]1C=C[C@@H]2C1 (stereo not given in full) | i | i | i | i | i | i | i | i | i | i | i
Cc1ccccc1CN1CCN(C(=O)c2ccc(F)cc2)CC1 | i | i | i | i | i | i | i | i | i | i | i
CCCS(=O)(=O)c1nc(S(=O)(=O)c2ccc(C)cc2)c(N2CCC(C)CC2)s1 | i | i | i | i | i | i | i | i | i | i | i
CCOC(=O)c1c(NC(=O)C2C3C=CC(C3)C2C(=O)O)sc2c1CC(C)(C)OC2 (stereo not given) | i | i | i | i | i | i | i | i | i | i | i
CCn1c2ccccc2c2cc(NC(=O)CC(C)=O)ccc21 | i | i | i | i | i | i | i | i | i | i | i
C1=C(c2ccccc2)Nc2ncnn2C1c1ccccc1 (stereo not given) | i | 8.2* | i | i | i | i | i | i | i | i | i
CC(=O)N1CCN=C1SCc1ccc(C)cc1 | i | i | i | i | i | i | i | i | i | i | i
Cc1ccc(SCC(=O)OCC(=O)N(CCC#N)c2ccccc2)cc1C | i | i | i | i | i | i | i | i | i | i | i
CC(=O)Nc1ccc(OCC(O)CN2CCN(c3cccc(Cl)c3)CC2)cc1 (stereo not given) | i | i | i | i | i | i | i | i | i | i | i
COc1cccc(CNc2nc(SC)ncc2CO)c1 | i | i | i | i | i | -4.8* | i | i | i | i | i
O=C(CN1CCOC1=O)N1CCCC(Nc2ccc(F)c(F)c2)C1 (stereo not given) | i | i | i | i | i | i | i | i | i | i | i
COCc1nnc(NC(C)=O)s1 | i | i | i | i | i | i | i | i | i | i | i
Oc1ccc(C[C@@H]2CNCCN2CC2(c3ccccc3)CC2)cc1 | i | i | i | i | i | i | i | i | i | i | i
COc1ccc([N+](=O)[O-])cc1/C=N/NC(=O)/C(=C\c1cccs1)NC(=O)c1ccccc1 | i | i | i | i | i | i | i | i | i | i | i
O=S(=O)(Cc1cc(NCc2ccccc2)nc(-c2ccncc2)n1)c1ccccc1 | i | i | i | i | i | i | i | i | i | i | i
O=C(C[n+]1ccccc1)Nc1ccccc1 | i | i | i | i | i | i | i | i | i | i | i
CN(C)c1ccc(NC(=O)c2ccc(COc3cccc(Cl)c3)o2)cc1 | i | i | i | i | i | i | i | i | i | i | i
CCN1CCN(S(=O)(=O)c2cc(C)c(OC)cc2C)CC1 | i | i | i | i | i | i | i | i | i | i | i
O=C(N/N=C/c1ccccc1)c1c(O)c2ccccc2[nH]c1=O | i | i | i | i | i | i | i | i | i | i | i
Nc1ccccc1SCC(O)Cn1ccc2ccccc21 (stereo not given) | i | i | i | i | i | i | i | i | i | i | i
CC1=CC(=O)C=C(C)C1=NOC(=O)/C=C\c1ccccc1 | i | i | i | i | i | i | i | i | i | i | i
COc1ccc(OC)c(CNc2ccc3c(c2)nc(C)n3C)c1 | i | i | i | i | i | i | i | i | i | i | i
COc1ccc(N(CC(=O)NCc2ccc(C)cc2)S(=O)(=O)c2c(C)nn(C)c2C)cc1 | i | i | i | i | i | i | i | i | i | i | i
O=C(Nc1ccnn1C1CCN(C/C=C/c2ccccc2)CC1)C1CCCC1 | i | i | i | i | i | i | i | i | i | i | i
O=S(=O)(c1ccc(SCCO)nc1)N1CCCC1 | i | i | i | i | i | i | i | i | i | i | i
CC(C)CC1NC(=O)N(CC(=O)Nc2ccc3c(c2)CCC3)C1=O (stereo not given) | i | i | i | i | i | i | i | i | i | i | i
O=C(NCc1ccc(Cl)cc1)c1cccc2c1C(=O)N(CC1CCCO1)C2 (stereo not given) | i | i | i | i | i | i | i | i | i | i | i
CCNC(=S)Nc1ccc(N2CCCCC2)cc1 | i | i | i | i | i | i | i | i | i | i | i
CCN(Cc1ccccc1)C(=O)COC(=O)c1cnc(C)cn1 | i | i | i | i | i | i | i | i | i | i | i
Cn1c(=O)[nH]c(=O)c2c1nc(N1CCN(c3ccccc3)CC1)n2CCSc1ncccn1 | i | i | i | i | i | i | i | i | i | i | i
N#Cc1nc(Cc2ccccc2)oc1N1CCC(Cc2ccccc2)CC1 | i | i | i | i | i | i | i | i | i | i | i
CCOC(=O)c1[nH]ncc1CN1CCN(Cc2ccc(C)cc2)C(CCO)C1 (stereo not given) | i | i | i | i | i | i | i | i | i | i | i
CC(NC(=O)c1ccc2c(c1)OCCO2)C(=O)O (stereo not given) | i | i | i | i | i | i | i | i | i | i | i
Cc1cc(=O)oc2c3c(cc(OCC(=O)NCC(=O)N[C@H](C(=O)O)C(C)C)c12)OC(C)(C)CC3 | i | i | i | i | i | i | i | i | i | i | i
N#Cc1c(N)c(C#N)c(-c2ccc3c(c2)OCO3)c2c1CCCC2 | i | i | i | i | i | i | i | i | i | i | i
CCOc1cccc2cc(-c3csc(NC(=O)CCC(=O)NCCCN4CCC(C)CC4)n3)c(=O)oc12 | i | i | · | i | i | i | i | i | i | i | i
COc1ccc(/C=C(/NC(=O)c2ccccc2)C(=O)NCCCn2ccnc2)cc1OC | i | i | i | i | i | i | i | i | i | i | i
CCCN(Cc1ccccc1)C(=S)Nc1cccc(C(F)(F)F)c1 | i | i | i | i | i | i | i | i | i | i | i
Cc1ccc(-n2nc3c(c2NC(=O)/C=C\c2ccc4c(c2)OCO4)CSC3)cc1 | i | i | i | i | i | i | i | i | i | i | i
O=C1CSC(c2ccc([N+](=O)[O-])cc2)N1C1CCCCC1 (stereo not given) | i | i | i | i | i | i | i | i | i | i | i
COc1ccc(S(=O)(=O)N(C)CC(=O)N2CCCCC2)cc1Cl | i | i | i | i | i | i | i | · | i | i | i
CCc1nnc(NC(=O)CCC(=O)N2CCN(Cc3cc(Cl)ccc3OC)CC2)s1 | i | i | i | i | i | i | i | · | i | i | i
Cc1n[nH]c(C)c1S(=O)(=O)N1CCCC(C(=O)NC2CCCCC2)C1 (stereo not given) | i | i | i | i | i | i | i | i | i | i | i
Cc1ccc(C(=O)Nc2nnc(S(=O)(=O)N3CCCCCC3)s2)cc1 | i | i | i | i | i | i | i | i | i | i | i
O=C(CCNS(=O)(=O)c1ccccc1)OCC(=O)c1ccc(F)cc1 | i | i | i | i | i | i | i | i | i | i | i
Cc1cn([C@H](C(=O)NCCCCCCCCCCC(=O)N2CCN(C(=O)OC(C)(C)C)CC2)[C@@H](C)O)nn1 | · | i | i | · | · | i | · | · | · | i | i
COc1ccc(OC)c(CC(NC(C)=O)C(=O)NC2CCN(c3nc(OC)nc(OC)n3)CC2)c1 (stereo not given) | i | i | i | i | i | i | i | i | i | i | i
COc1ccc2[nH]c(=O)c(CN(CCO)S(=O)(=O)c3ccc4c(c3)OCCO4)cc2c1 | i | i | i | i | i | i | i | i | i | i | i
O=C(Cc1ccccc1)N1CCc2ccccc21 | i | i | i | i | i | i | i | i | i | i | i
O=C(NCc1ccco1)c1ccc2c(c1)C(=O)N(C1CCCCC1)C2=O | i | i | i | i | i | i | i | i | i | i | i
O=C(CN1C(=O)NC2(CCCC2)C1=O)Nc1ccc(Cl)cc1F | i | i | i | i | i | i | i | i | i | i | i
CC(C(=O)Nc1ccc(O)cc1)c1cccc(C(=O)c2ccccc2)c1 (stereo not given) | i | i | i | i | i | i | i | i | i | i | i

MrgX1 antag, what is marked active above
SMILES,RGS4 block,ANO1 activ,TRPC4 agonist,MrgX1 antag,TRPC6 act,TRPC4 inh,TRPC4 potent,MrgX1 agonist
COc1cccc(CNc2nc(SC)ncc2CO)c1,i,i,i,-4.8*,i,i,i,i

Other structures.
SMILES | RGS4 block | MrgX1 PAM | ANO1 activ | TRPC6 inh | TRPC4 agonist | MrgX1 antag | TRPC6 act | TRPC4 inh | TRPC4 potent | MrgX1 agonist | ANO1 block
N#CC12C(N)=NC3(OCCO3)C1(C#N)C1=C(CCC1)NC2c1ccccc1 (stereo not given) | i | i | i | i | i | i | i | i | i | i | i
CCN(CC)C(=O)COc1ccc(/C=N/NC(=O)c2cc(-c3ccccc3OC)nc3ccccc23)cc1OC | i | i | i | i | i | i | i | i | i | i | i
O=C(NCC1CCCCC1)c1cccnc1 | i | i | i | i | i | i | i | i | i | i | i
O=C(CN(Cc1ccccc1)S(=O)(=O)c1ccc(S(=O)(=O)N2CCOCC2)cc1)Nc1ccccc1 | i | i | i | i | i | i | i | i | i | i | i
CCOC1CCc2c(C)nc(N)nc2S1 (stereo not given) | i | i | i | i | i | i | i | i | i | i | i
CN1C(=O)C2C3c4ccccc4C(c4ccccc43)[C@@H]2C1=O (stereo not given in full) | i | i | i | i | i | i | i | i | i | i | i
CC1(C)C=Cc2c(c3ccccc3[nH]c2=O)O1 | i | i | i | i | i | i | i | i | i | i | i
COC(=O)c1c(NC(=O)CCCC(=O)O)sc2c1CCCCC2 | i | i | i | i | i | i | i | i | i | i | i
